Compound activity (PubChem)
E-sel inducer: E-selectin induction on HUVECs; HUVEC E-selectin immunofluorescence imaging; normalized: neutral wells 0, TNF-alpha wells 100; activation, % at 7.58 µM; 0.37% of 260,000 active;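 active means mean E-selectin-positive cell signal at least 10% of the positive control, reached in at least 60% of replicates, without over 20% cell loss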;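 further: in these data hits start at about 27%; measured in HUVEC primary endothelial cells; signal is the percent of cells scored E-selectin positive by PE staining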
Target sequence (P16581 whole entry, looked up): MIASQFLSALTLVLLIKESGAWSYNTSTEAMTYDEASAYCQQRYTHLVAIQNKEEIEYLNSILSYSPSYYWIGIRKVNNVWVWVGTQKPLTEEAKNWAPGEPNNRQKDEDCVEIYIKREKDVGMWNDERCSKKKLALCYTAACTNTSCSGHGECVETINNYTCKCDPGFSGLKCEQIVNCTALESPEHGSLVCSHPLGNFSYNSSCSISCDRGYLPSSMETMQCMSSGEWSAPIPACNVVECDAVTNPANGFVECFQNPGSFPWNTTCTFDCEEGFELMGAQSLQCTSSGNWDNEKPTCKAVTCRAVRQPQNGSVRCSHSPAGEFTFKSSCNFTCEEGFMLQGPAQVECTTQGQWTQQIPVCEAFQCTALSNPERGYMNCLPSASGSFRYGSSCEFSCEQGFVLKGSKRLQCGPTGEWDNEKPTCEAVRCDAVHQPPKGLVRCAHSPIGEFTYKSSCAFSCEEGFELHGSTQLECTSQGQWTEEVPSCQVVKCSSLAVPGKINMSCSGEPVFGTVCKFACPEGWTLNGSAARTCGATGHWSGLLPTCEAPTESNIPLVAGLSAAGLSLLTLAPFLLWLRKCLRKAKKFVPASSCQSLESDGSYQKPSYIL
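Test system: HUVEC; input: 3,000 HUVEC/well; measured by: immunofluorescence imaging; read-out: % PE-positive cells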
RAD52 inh: inhibitors of human RAD52 DNA annealing; inhibition, % at 18.7 µM; P43351; 0.46% of 360,000 active; recombinant RAD52 DNA annealing, FRET fluorescence; AID 651710;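 active means every replicate showing at least 50% inhibition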
ARNT TACC3 PPI: disruptors of human ARNT/TACC3 interaction; Q9Y6A5; AlphaScreen His-ARNT PAS-B/GST-TACC3 binding, luminescence; TACC3 fragment carries E629A point mutation; inhibition, % at 9.99 µM; 0.66% of 390,000 active;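 active means mean inhibition of replicates at least 50% and at least half of replicates each reaching 50%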;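 further: 0% = complete ARNT plus TACC3 wells and 100% = ARNT alone without TACC3; many hits fall short of the cut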
ERp5 inh: inhibitors of human ERp5; ERp5 insulin aggregation, absorbance 650 nm, 90 min; Q15084; inhibition, % at 9.99 µM; AID 651711; 0.05% of 350,000 active;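 active means mean replicate inhibition above about 25%, with every replicate also reaching it, limit read from the data, passing the limit was not always enough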
Target sequence (Q15084 whole entry, looked up): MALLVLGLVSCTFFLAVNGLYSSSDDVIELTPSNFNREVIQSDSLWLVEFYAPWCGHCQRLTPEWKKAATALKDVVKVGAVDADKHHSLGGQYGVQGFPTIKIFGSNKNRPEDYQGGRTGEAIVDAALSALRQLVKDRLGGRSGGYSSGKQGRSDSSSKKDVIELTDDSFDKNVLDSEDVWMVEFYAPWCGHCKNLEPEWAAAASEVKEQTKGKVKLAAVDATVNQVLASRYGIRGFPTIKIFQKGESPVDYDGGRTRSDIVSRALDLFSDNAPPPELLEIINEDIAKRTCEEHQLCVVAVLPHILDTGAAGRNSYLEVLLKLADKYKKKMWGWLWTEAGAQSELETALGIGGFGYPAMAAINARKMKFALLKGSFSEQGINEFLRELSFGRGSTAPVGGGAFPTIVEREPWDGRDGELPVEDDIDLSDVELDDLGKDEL
* marks the source's active call; other numbers are inactive results; . = not tested or not shown.

Field names: A = E-sel inducer; B = RAD52 inh; C = ARNT TACC3 PPI; D = ERp5 inh
> CCNc1ccc(C(=O)OC(C(=O)NC(N)=O)C(C)C)cc1[N+](=O)[O-] (centres undefined)
  A: .; B: -16.0; C: .; D: 7.7

> O=C(O)c1cccc(Nc2ncnc3sccc23)c1
  A: .; B: -26.6; C: .; D: 1.5

> Cc1ccc(S(=O)(=O)Nc2cc(C)c(O)cc2C)cc1
  A: .; B: -6.1; C: .; D: 19.4

> Cn1cccc1CC(=O)NNC(=S)Nc1ccc(Cl)cc1
  A: .; B: -4.9; C: .; D: -64.7

> Cc1c(C(=O)O)[nH]c2ccc([N+](=O)[O-])cc12
  A: .; B: -17.3; C: .; D: -5.9

> COc1ccccc1N1C(=O)c2ccc(C(=O)Nc3nccs3)cc2C1=O
  A: .; B: -12.5; C: .; D: 3.2

> CCOc1ccc(Br)cc1S(=O)(=O)NCc1ccncc1
  A: .; B: -17.8; C: .; D: 11.6

> COc1ccc(Br)cc1CNC(=O)Cc1c(C(=O)O)[nH]c2ccc(Cl)cc12
  A: .; B: -23.0; C: .; D: -2.6

> Cc1nc2scc(-c3ccc(C(C)C)cc3)c2c(=O)n1N
  A: .; B: -5.6; C: .; D: 4.6

> Nc1nc(Cl)cc(-c2ccccc2)n1
  A: .; B: 0.1; C: .; D: -0.1

> COc1ccc([N+](=O)[O-])cc1NC(=O)CSc1ncccn1
  A: .; B: -9.5; C: .; D: 1.6

> COc1ccc(C(=O)NCC(=O)Nc2cccc(S(=O)(=O)NCc3ccco3)c2)cc1OC
  A: .; B: -30.6; C: .; D: -2.2

> O=C(COC(=O)c1cc([N+](=O)[O-])ccc1NCCO)Nc1ccc2c(c1)OCO2
  A: .; B: -8.9; C: .; D: -59.5

> C/C(=N\NC(=O)COc1ccc(C#N)cc1)c1ccccc1OC(F)F
  A: -0.2; B: .; C: -3.4; D: .

> COc1cc([N+](=O)[O-])ccc1NC(=O)CC(C)C
  A: -0.9; B: .; C: -7.2; D: .

> Cc1ccc(-c2c(C)n([O-])c3c([n+]2=O)CCC3)cc1
  A: 0.1; B: .; C: -6.2; D: .

> CCCOC(=O)c1c(NC(=O)CCCn2nc([N+](=O)[O-])cc2C)sc(C(=O)OC)c1C
  A: -1.5; B: .; C: 2.4; D: .

> CCn1c2c(c(C)cc1=O)C(=O)CC(C)(C)C2
  A: 3.7; B: .; C: -12.2; D: .

> CCn1c(SCc2nc3scc(-c4ccccc4)c3c(=O)[nH]2)nnc1-c1cccs1
  A: -0.5; B: .; C: -4.4; D: .

> Nc1ccnc(Oc2ccc(F)cc2)c1
  A: 0.0; B: .; C: -2.1; D: .

> COc1ccc(CCNC(=O)COc2ccc(-c3ccccc3)cc2)cc1OC
  A: -0.3; B: .; C: -0.6; D: .

> NNC(=O)/C(=C\c1cccs1)NC(=O)c1ccccc1
  A: -0.3; B: .; C: -12.5; D: .

> CC(C)c1nc2sc3c(=O)[nH]cnc3c2c2c1CCC2
  A: 1.1; B: .; C: 1.0; D: .

> O=C(c1cccs1)N1CCN(C(=O)N2CCOCC2)CC1
  A: -2.1; B: .; C: -5.3; D: .

> O=S(=O)(Nc1cccnc1)c1cccs1
  A: 2.4; B: .; C: -24.6; D: .

> CCOC(=O)c1cc2c(=O)n3ccccc3nc2n(CC(C)C)c1=NC(=O)c1c(-c2c(F)cccc2Cl)noc1C
  A: -0.4; B: .; C: -11.3; D: .

> Brc1c(CSc2nc3ccccc3s2)nc2ncccn12
  A: 0.9; B: .; C: 12.4; D: .

> COc1ccc(S(=O)(=O)N(C)C)cc1NCC(=O)Nc1ccc(F)cc1F
  A: 0.0; B: .; C: 4.2; D: .

> CCCCn1c(N)c(N(CCC(C)C)C(=O)COC(=O)c2ccco2)c(=O)[nH]c1=O
  A: -0.2; B: .; C: 7.6; D: .

> CCOc1c(Br)cc(CNCc2cccs2)cc1OC
  A: -0.9; B: .; C: 2.4; D: .

> O=C1C2C3CCC(C3)C2C(=O)N1CNc1ccccc1 (centres undefined)
  A: -0.3; B: .; C: 2.6; D: .

> CNC(=O)NC(=O)C(OC(=O)c1cccc(S(=O)(=O)N2CCCCC2)c1)c1ccccc1 (centres undefined)
  A: -1.2; B: .; C: -4.0; D: .

> CCCCN=C(Nc1ccc(Cl)cc1)c1cccnc1
  A: -2.6; B: .; C: 2.6; D: .

> O=C(Oc1ccccc1Cl)c1ccc(N2CCOCC2)c([N+](=O)[O-])c1
  A: 2.2; B: .; C: 3.8; D: .

> Cc1ccc(NC(=O)c2ccc(-n3cncn3)c([N+](=O)[O-])c2)cc1
  A: -2.2; B: .; C: -2.4; D: .

> O=C(NC(=S)N1CCCCC1)C12CC3CC(CC(C3)C1)C2
  A: -0.7; B: .; C: -4.8; D: .

> O=C(NNC(=S)Nc1ccc(OC(F)F)cc1)c1cc2c(s1)CCCC2
  A: 0.0; B: .; C: 6.5; D: .

> Cc1ccccc1Nc1cc(C(=O)NCc2ccco2)c2ccccc2n1
  A: 1.5; B: .; C: 1.4; D: .

> S=C(NNc1ccnc2cc(Cl)ccc12)Nc1ccccc1Cl
  A: -0.2; B: .; C: -1.1; D: .

> CCOc1ccc(C(C(=O)NC2CCCCC2)N(C(=O)Cc2cccs2)c2ccc(-n3cnnn3)c(OC)c2)cc1 (centres undefined)
  A: -0.1; B: .; C: -18.9; D: .

> O=C(c1ccc([N+](=O)[O-])cc1)N1CCSC1c1ccccc1 (centres undefined)
  A: -0.1; B: .; C: 5.7; D: .

> Cc1cc(C)cc(OCC(=O)NC2CCCc3ccccc32)c1 (centres undefined)
  A: -0.5; B: .; C: -5.7; D: .

> CCCCN1C(=O)CCC(C(=O)O)C1c1ccc(OC)cc1 (centres undefined)
  A: 0.8; B: .; C: -11.1; D: .

> Cc1cc(C)c2nc(N3CCCC(C(=O)NCCCN4CCOCC4)C3)sc2c1 (centres undefined)
  A: 0.1; B: .; C: -1.7; D: .

> CC1CC(C)CN(C(=O)c2ccc(N3CC4CC(C3)c3cccc(=O)n3C4)c([N+](=O)[O-])c2)C1 (centres undefined)
  A: 0.0; B: .; C: 0.5; D: .

> COc1cc(/C=N/NC(=O)c2ccc(-n3cccc3)cc2)ccc1O
  A: 0.3; B: .; C: 5.0; D: .

> CCN(C(=O)CN(C)Cc1c(F)cccc1Cl)c1c(N)n(Cc2ccccc2)c(=O)[nH]c1=O
  A: 0.9; B: .; C: -5.9; D: .

> Cc1cc(C)nc(SCc2cc(=O)c(OC(=O)c3ccc(S(=O)(=O)N4CCCC4)cc3)co2)n1
  A: 1.2; B: .; C: -0.3; D: .

> CCn1c(SCC(=O)N/N=C/c2ccc(C)o2)nnc1-c1ccc(C)cc1
  A: 0.1; B: .; C: -0.4; D: .

> CCC1=Nc2cc(C(=O)NCc3ccco3)ccc2Sc2ccccc21
  A: 3.6; B: .; C: 2.7; D: .

> COc1ccc(NS(=O)(=O)c2cc(OCC(N)=O)c(C)cc2Cl)cc1
  A: -0.2; B: .; C: 3.8; D: .

> Cc1cc(C)cc(NC(=S)Nc2ccc3cn[nH]c3c2)c1
  A: 1.5; B: .; C: -3.8; D: .

> COc1ccc(C(=O)Nc2nc(N)n(-c3ccccc3)n2)cc1
  A: 0.0; B: .; C: 0.7; D: .

> Cc1ccc(S(=O)(=O)Nc2nc3ccccc3nc2NCc2ccc3c(c2)OCO3)cc1C
  A: -0.4; B: .; C: -3.3; D: .

> COCCNC(=O)/C(=C/c1ccccc1Cl)c1ccccc1
  A: -0.1; B: .; C: -9.8; D: .

> NC(=S)N/N=C/c1ccccc1OCCSc1ccc(Cl)cc1
  A: 0.2; B: .; C: -2.5; D: .

> CON/C=C(\C=Nc1ccc(F)cc1)c1ncc(C(F)(F)F)cc1Cl
  A: -1.9; B: .; C: 3.8; D: .

> O=C(NNS(=O)(=O)c1ccc(F)c(Cl)c1)c1cccc(S(=O)(=O)N2CCOCC2)c1
  A: -0.3; B: .; C: 1.9; D: .

> Cc1c(-c2ccc(F)cc2)nc(N)c(C#N)c1-c1cccs1
  A: 11.3; B: .; C: 2.9; D: .

> CCCCOc1cccc(-c2nnc(NC(=O)CSc3ccc(C)cc3)s2)c1
  A: 0.4; B: .; C: 3.6; D: .

(list continues)
Field names: A = E-sel inducer; B = RAD52 inh; C = ARNT TACC3 PPI; D = ERp5 inh
> COc1cccc(C(=O)N/N=C(\CC(C)C)c2ccccc2)c1
  A: -0.2; B: .; C: 0.9; D: .

> O=C(C[n+]1cc(-c2ccc(F)cc2)n2c1CCC2)Nc1nc(-c2ccc(F)cc2)cs1
  A: 0.0; B: .; C: 3.7; D: .

> COC(=O)c1sc2nc(C)cc(-c3ccccc3)c2c1N
  A: 1.9; B: .; C: -8.6; D: .

> CC(=O)c1c(OC(=O)c2ccccc2Br)ccc2c(C)cc(=O)oc12
  A: -0.1; B: .; C: -4.4; D: .

> COC(=O)Cn1c(=NC(=O)c2ccc(S(=O)(=O)N3CCc4ccccc4C3)cc2)sc2cc(OC)ccc21
  A: 1.0; B: .; C: -23.6; D: .

> O=C(NC(NNc1ccc([N+](=O)[O-])cc1)(C(F)(F)F)C(F)(F)F)c1ccc(F)cc1
  A: 9.1; B: .; C: 5.4; D: .

> Cc1ccc(S(=O)(=O)Nc2ccc(Cl)cc2C(=O)c2ccccc2)cc1
  A: 0.0; B: .; C: -1.7; D: .

> CC(=O)Nc1ccc2nc(-c3ccc(Br)o3)[nH]c2c1
  A: 1.1; B: .; C: 33.0; D: .

> Clc1ccc(-c2csc(N/N=C/c3cccnc3)n2)c(Cl)c1
  A: -0.4; B: .; C: -2.8; D: .

> CN(C(=O)c1ccc(-c2nn(C)c(=O)c3ccccc23)cc1)c1ccccc1
  A: -2.1; B: .; C: -2.2; D: .

> O=C1NC(c2ccc(-c3ccccc3[N+](=O)[O-])o2)C(C(=O)c2ccc(Cl)cc2)C(O)(C(F)(F)F)N1 (centres undefined)
  A: -0.4; B: .; C: 8.9; D: .

> CCS(=O)(=O)N1CCN(c2ccc(C(=O)NC3C4CC5CC(C4)CC3C5)cc2[N+](=O)[O-])CC1 (centres undefined)
  A: 4.3; B: .; C: 0.6; D: .

> CCCN(CCC)C(=O)Cn1c(=O)c2ccccc2n2c(=S)sc(-c3ccccc3C)c12
  A: -0.1; B: .; C: 3.8; D: .

> Cc1ccc(C)c(NC(=O)c2cc(=O)c3ccccc3o2)c1
  A: 0.0; B: .; C: -16.2; D: .

> CC(C)CCNC(=O)CC1Nc2c3ccccc3nc(=S)n2C1=O (centres undefined)
  A: -0.3; B: .; C: -1.4; D: .

Molecules shown so far that contain a furan ring, fused or not:
Field names: A = E-sel inducer; B = RAD52 inh; C = ARNT TACC3 PPI; D = ERp5 inh
> COc1ccc(C(=O)NCC(=O)Nc2cccc(S(=O)(=O)NCc3ccco3)c2)cc1OC
  A: .; B: -30.6; C: .; D: -2.2

> CCCCn1c(N)c(N(CCC(C)C)C(=O)COC(=O)c2ccco2)c(=O)[nH]c1=O
  A: -0.2; B: .; C: 7.6; D: .

> Cc1ccccc1Nc1cc(C(=O)NCc2ccco2)c2ccccc2n1
  A: 1.5; B: .; C: 1.4; D: .

> CCn1c(SCC(=O)N/N=C/c2ccc(C)o2)nnc1-c1ccc(C)cc1
  A: 0.1; B: .; C: -0.4; D: .

> CCC1=Nc2cc(C(=O)NCc3ccco3)ccc2Sc2ccccc21
  A: 3.6; B: .; C: 2.7; D: .

> CC(=O)Nc1ccc2nc(-c3ccc(Br)o3)[nH]c2c1
  A: 1.1; B: .; C: 33.0; D: .

> O=C1NC(c2ccc(-c3ccccc3[N+](=O)[O-])o2)C(C(=O)c2ccc(Cl)cc2)C(O)(C(F)(F)F)N1 (centres undefined)
  A: -0.4; B: .; C: 8.9; D: .

The listing continues.
Field names: A = E-sel inducer; B = RAD52 inh; C = ARNT TACC3 PPI; D = ERp5 inh
> Cc1cc(C(=O)N/N=C/c2sccc2C)no1
  A: 0.4; B: .; C: 15.9; D: .

> CCOC(=O)c1sc2nc(CC(C)C)c3c(c2c1N)CCC3
  A: 0.5; B: .; C: -19.3; D: .

> CC(C)C(=O)NNc1ccccc1
  A: -0.7; B: .; C: -7.3; D: .

> C/C(=N\NC(=O)C(N)=O)c1ccc(Br)cc1
  A: -0.2; B: .; C: 2.7; D: .

> COC1=CCC2([N+](=O)[O-])CN(CC(=O)O)CC1([N+](=O)[O-])C2 (centres undefined)
  A: 7.3; B: .; C: -16.8; D: .

> CCc1ccc(C(=O)COC(=O)CCc2nc3ccccc3c(=O)[nH]2)cc1
  A: -0.3; B: .; C: -1.7; D: .

> N/C(Cc1ccc([N+](=O)[O-])cc1)=N\OC(=O)CC1CCCCC1
  A: -0.1; B: .; C: -0.8; D: .

> Cc1ccc(OCc2cn3cccnc3n2)cc1
  A: 1.2; B: .; C: -6.4; D: .

> CNC(=O)C12CC3CC(CC(Cl)(C3)C1)C2
  A: 0.4; B: .; C: -4.0; D: .

> O=C(CN(C1CCCCC1)S(=O)(=O)c1ccc(Cl)cc1)N1CCOCC1
  A: -1.2; B: .; C: -3.0; D: .

> CCN1C(=O)c2cccc3c(S(=O)(=O)Nc4ccccc4OC)ccc1c23
  A: 0.3; B: .; C: -21.7; D: .

> Cc1ccc(NC(=O)CN(c2ccccc2)S(=O)(=O)N(C)C)cc1
  A: -0.3; B: .; C: 0.7; D: .

> CN(CC(=O)NC(=O)NCc1ccccc1)Cc1ccc(Cl)cc1
  A: 0.5; B: .; C: -1.3; D: .

The list is partial; count on the stated rates, not on these rows.
